TRb SRC2 PPI: disrupts binding of human TR beta to SRC2 | P10828 | TRbeta-SRC2 peptide binding, fluorescence polarization; receptor liganded with 1 µM T3 | Potency, µM (titrated, usually from 106 µM), for the others: at the top dose activity change, negative = inhibition, hits mostly inhibitors | hit rate 0.065% among 280,000 | AID 1469;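 also: potency is read from the fitted curve at half-maximal effect; plate controls were bound peptide for no effect and peptide without receptor for full effect; nearly all actives have a fitted effect of over 50% in size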
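Compounds were added to 0.6 uM TRb ligand-binding domain and 20 nM Texas Red-labeled SRC2 peptide in Tris buffer containing 1 uM T3, incubated 5 hr at ambient temperature, then read by fluorescence polarization.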
Tau fluor counter: counter-screen for tau fibril formation inhibitors. tau K18 P301L Alexa594 fluorescence, heparin fibrillization. hit rate 0.93% among 280,000. Potency, µM (highest dose often 57.7 µM), without a hit: at the highest dose activity change, negative = decrease. AID 1463; also: potency is read from the fitted curve at half-maximal effect; % is scaled to controls: 0 for no effect and ±100 for the full control effect; nearly all actives have a fitted effect of over 55% in size
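Human tau K18 P301L (15 uM unlabeled, 0.24 uM Alexa 594-labeled) in 100 mM sodium acetate pH 7 with 20 uM heparin, 6 hr at 37 C. ThT 30 uM added, 1 hr ambient; Alexa 594 FP and total fluorescence read at 555/632 nm.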
CBFb RUNX1 block: inhibitors of human CBF-beta and RUNX1 interaction. AlphaScreen CBFb-His/RUNX1-biotin binding, biochemical. Q01196+Q13951. 230,000 tested, under 10 active. Potency, µM (highest dose often 59.8 µM), for inactives: at the highest dose activity, negative = inhibition, actives largely listed as inhibitors. AID 1477; also: % of control where 0% means no effect
Target sequence (Q01196 whole entry, looked up): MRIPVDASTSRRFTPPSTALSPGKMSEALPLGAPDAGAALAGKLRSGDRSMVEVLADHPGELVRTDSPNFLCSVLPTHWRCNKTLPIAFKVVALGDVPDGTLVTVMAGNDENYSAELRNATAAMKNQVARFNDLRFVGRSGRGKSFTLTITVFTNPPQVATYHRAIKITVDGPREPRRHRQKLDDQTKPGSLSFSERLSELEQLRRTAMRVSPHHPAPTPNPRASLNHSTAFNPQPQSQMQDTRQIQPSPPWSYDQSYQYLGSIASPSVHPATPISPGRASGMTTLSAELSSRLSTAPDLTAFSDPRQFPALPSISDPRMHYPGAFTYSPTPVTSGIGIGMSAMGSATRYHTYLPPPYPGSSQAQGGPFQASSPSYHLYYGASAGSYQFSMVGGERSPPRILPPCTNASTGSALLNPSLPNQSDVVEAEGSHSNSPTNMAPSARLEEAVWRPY
Target sequence (Q13951 whole entry, looked up): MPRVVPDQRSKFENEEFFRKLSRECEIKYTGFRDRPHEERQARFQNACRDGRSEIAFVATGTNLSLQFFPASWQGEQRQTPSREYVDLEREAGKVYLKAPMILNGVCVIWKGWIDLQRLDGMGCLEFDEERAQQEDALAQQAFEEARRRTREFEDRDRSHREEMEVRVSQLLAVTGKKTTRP
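Proteins preincubated together for 20 min at RT before compound addition; 15 min later, nickel and streptavidin beads were added and left 90 min prior to AlphaScreen measurement.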
Epigenetic derep: epigenetic control regulation, reporter derepression; murine LDR cells, GFP reporter derepression, 30 h; Potency, µM (series often up to 53.9 µM), inactives show at the top dose GFP activation, usual class: activators; hit rate 0.2% among 280,000; also: potency is read from the fitted curve at half-maximal effect; % of control where 0% means no effect; nearly all actives have a fitted effect of over 60% in size
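Murine LDR cells bearing a silenced CMV-driven GFP reporter were exposed to compound for 30 h at 37 C. After PBS washes, GFP-positive cells (20-120 um objects) counted by laser-scanning microplate cytometry.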
NPSR antag: neuropeptide S receptor (human) antagonism, cAMP; CHO-NPSR cells, cAMP TR-FRET, antagonist mode; Q6W5P4; hit rate 1% among 220,000; Potency, µM (highest dose often 38.3 µM), without a hit: at the top dose activity change, negative = inhibition, most hits filed as inhibitors; also: potency is read from the fitted curve at half-maximal effect; % is scaled to controls: 0 for no effect and ±100 for the full control effect; nearly all actives have a fitted effect of over 50% in size; many of its hits are not listed in these tables
Target sequence (Q6W5P4 whole entry, looked up): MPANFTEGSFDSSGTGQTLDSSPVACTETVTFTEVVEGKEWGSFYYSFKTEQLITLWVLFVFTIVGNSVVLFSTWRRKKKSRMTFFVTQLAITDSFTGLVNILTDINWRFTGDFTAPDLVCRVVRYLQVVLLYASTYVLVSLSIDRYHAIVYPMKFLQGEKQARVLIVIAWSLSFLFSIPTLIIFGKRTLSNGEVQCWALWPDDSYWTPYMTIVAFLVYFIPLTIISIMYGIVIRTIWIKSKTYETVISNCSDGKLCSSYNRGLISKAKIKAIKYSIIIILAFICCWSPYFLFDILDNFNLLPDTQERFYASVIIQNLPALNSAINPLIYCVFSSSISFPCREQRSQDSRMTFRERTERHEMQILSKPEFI
GLA spleen mod: alpha-galactosidase A (human) modulation. P06280. human spleen homogenate, 4MU-alpha-Gal fluorescence, 40 min. Potency, µM (titrated, usually from 80 µM), without a hit: at the top dose activity change, negative = inhibition, most hits filed as inhibitors. hit rate 0.008% among 240,000. AID 2107;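 also: potency is read from the fitted curve at half-maximal effect; 0% = enzyme with vehicle and -100% = no enzyme basal signal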
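Inhibition or activation of alpha-galactosidase in human spleen homogenate is scored by 4-MU fluorescence after 40 min at 37C, pH 5.0, with 1 mM substrate. AC50s come from concentration-response fitted to the Hill equation.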
TexasRed fluor: Texas Red fluorescence interference in TRb-SRC2 counter-screen | TRb/SRC2 Texas Red total fluorescence interference | Potency, µM (doses to about 106 µM), for the others: top-dose fluorescence change, negative = quenching | hit rate 0.29% among 280,000 | AID 1479; active = well fitted curve in either direction with a large enough effect; inconclusive = small, poorly fitted or top-dose-only effect; also: potency is read from the fitted curve at half-maximal effect; % is scaled to controls: 0 for no effect and ±100 for the full control effect
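Flags fluorescent or light-absorbing compounds by total fluorescence, S + 2P, at 555 nm excitation and 632 nm emission. Mixture: 20 nM Texas Red SRC2 peptide, 0.6 uM human TRb LBD, 1 uM T3, 5% DMSO; compound exposure 5 h at ambient temperature.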
Tau fibril FP: blocks human tau fibril formation measured by polarization; AID 1468; K18 P301L tau heparin fibrillization, Alexa594 FP, 6 h; hit rate 0.39% among 280,000; Potency, µM (titrated, usually from 57.7 µM), for inactives: at the top dose activity, negative = inhibition, actives largely listed as inhibitors; P10636; also: potency is read from the fitted curve at half-maximal effect; % is scaled to controls: 0 for no effect and ±100 for the full control effect; nearly all actives have a fitted effect of over 55% in size
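Read-out: fluorescence polarization of Alexa 594-labeled tau (0.24 uM), 555 nm excitation, 632 nm emission. Mixtures held 15 uM unlabeled K18 P301L, compound and 20 uM heparin, pH 7 acetate buffer, incubated 6 hr at 37 C.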
An asterisk follows results filed as active; ? = inconclusive; . = no result given; & = joins results of further samples; [ ] = another dose, or the depositor's remark. Unless noted, calls follow the shape of the dose curve; as a rule, active = well fitted curve in the direction sought with a large enough effect; inconclusive = small, poorly fitted or top-dose-only effect, or another doubt; inactive = no such curve, though single readings can be large; an effect the other way counts as inactive or inconclusive.

SMILES | TRb SRC2 PPI | Tau fluor counter | CBFb RUNX1 block | Epigenetic derep | NPSR antag | GLA spleen mod | TexasRed fluor | Tau fibril FP
CCOc1ccc(CC(=O)Nc2ccc3c(c2)N(C)C(=O)c2ccccc2S3)cc1OCC | -6% | ? | . | 0.0% | . | . | -3% | ?
O=c1cc(C2CCNCC2)[nH][nH]1 | ? | -16% | 4% | -4.6% | -2%[46.1 µM] | 5% | -2% | -9%
NC(=O)c1c(NC(=O)c2ccc(S(=O)(=O)N(CCCl)CCCl)cc2)sc2c1CCCCC2 | -3% | -3% | 5% | 0.0% | -7% | 5% | -1% | -5%
CN(C)c1ccc(/C=C/c2cc[n+](C)c3ccccc23)cc1 | 2% | 13% | -4% | -1.3% | 6.3µM* | 1% | 3% | 6%
NNC(=O)c1ccc(O)cc1 | 3% | -5% | -3% | -1.2% | -8%[46.1 µM] | 8% | -12% | -7%
Cc1ccc(-n2c(C)nc3ccccc3c2=O)c(C)c1 | -4% | 16% | -4% | -0.3% | 17% | 6% | 3% | 4%
Nc1ccc(C2(c3ccc(N)cc3)CN3CCC2CC3)cc1 | -11% | 1% | 1% | 2.7% | -17%[46.1 µM] | 7% | 0% | -3%
CCCCc1ccc(NC(=O)c2cccn(Cc3ccc(Cl)cc3)c2=O)cc1 | -5% | -14% | . | 0.1% | . | . | -30% | -7%
C[C@@H]1OC(=O)[C@H]2C[C@H]3CCCC[C@@H]3[C@@H](/C=C/[C@H]3CCC[C@H](C)N3C)[C@@H]12 | -4% | -8% | 13% | 0.0% | . | 7% | 1% | -3%
O=c1c2ccccc2[nH]c(=S)n1-c1ccc(Br)cc1 | -9% | -8% | 4% | -2.5% | -14% | -5% | -1% | -2%
O=C1NC(=O)N(Cc2ccccc2Cl)C(=O)/C1=C/c1cccs1 | 0% | 0% | 5% | -3.3% | -26% | 2% | 1% | -6%
CN1[C@@H]2CC[C@H]1CC(OC1c3ccccc3CCc3ccccc31)C2 (some centres not stated) | -1%[53 µM] | . | -4%[21.7 µM] | 1.1%[16.9 µM] | . | -1%[29.1 µM] | -1%[53 µM] | .
CCOc1ccccc1N1C(=O)NC(=O)C(CCc2ccncc2)(CCc2ccncc2)C1=O | 1% | 0% | -2% | -1.0% | 4%[46.1 µM] | 0% | 0% | -6%
C[S@@](=O)CCCCN=C=S | -2% | . | 14% | . | . | -15% | 0% | .
Cc1nc2ccc(Cl)cc2c(-c2ccccc2)c1C(=O)O | -10% | -4% | 7% | 1.0% | -10%[46.1 µM] | 11% | -3% | 2%
O=C(CCN1C(=O)COc2ccccc21)N1CCC2(CC1)OCCO2 | -1% | -6% | 3% | -1.1% | -13%[46.1 µM] | -5% | -8% | 5%
CCCn1c(C)cc(C=O)c1C | -6% | 3% | 13% | 0.9% | 24% | 7% | -5% | 0%
C#CCN1C(=O)C2(C(C#N)=C(N)OC(C)=C2C(=O)OCc2ccccc2)c2ccccc21 (configuration not stated) | 10% | -19% | 2% | 3.3% | -23%[46.1 µM] | 4% | 0% | 1%
CCC(C)/C=C(C)/C=C/C1=CC2=C(Cl)C(=O)C(C)(OC(C)=O)C(=O)C2=CO1 (configuration not stated) | -5% | ? | ? | 3.8% | ? | -3% | -1% | 1%
O=C(c1cc(-c2ccccc2)on1)N1CCC2(CC1)OCCO2 | -3% | 1% | 14% | 0.0% | 5% | -5% | -1% | 0%
COc1ccc(C(=O)Nc2ccccc2C(=O)NC(C(=O)NCc2ccco2)C(C)C)cc1 (configuration not stated) | -12% | -16% | 3% | 6.8% | 26%[46.1 µM] | -13% | -1% | ?
CC1(C)COC(Nc2ccc(Cl)cc2)=N1 | 5% | -5% | 4% | -0.2% | -7%[46.1 µM] | 14% | -3% | 16%
CCOc1ccc(-n2c(O)c(C=NCCN3CCNCC3)c(=O)[nH]c2=O)cc1 | 12% | -3% | 0% | -8.9% | -12%[46.1 µM] | 9% | -1% | -3%
Oc1cc(Cl)ccc1Oc1ccc(Cl)cc1Cl | -6% | -28% | 24% | 1.8% | . | -6% | 1% | ?
O=C(CN1CCN(CCO)CC1)Nc1ccc(Cl)cc1C(=O)c1ccccc1 | -20% | 0% | 8% | 1.0% | -4%[46.1 µM] | 5% | 3% | 7%

3 entries from above, tab-delimited.
Structure	TRb SRC2 PPI	Tau fluor counter	CBFb RUNX1 block	Epigenetic derep	NPSR antag	GLA spleen mod	TexasRed fluor	Tau fibril FP
COc1ccc(C(=O)Nc2ccccc2C(=O)NC(C(=O)NCc2ccco2)C(C)C)cc1 (configuration not stated)	-12%	-16%	3%	6.8%	26%[46.1 µM]	-13%	-1%	?
NC(=O)c1c(NC(=O)c2ccc(S(=O)(=O)N(CCCl)CCCl)cc2)sc2c1CCCCC2	-3%	-3%	5%	0.0%	-7%	5%	-1%	-5%
O=C1NC(=O)N(Cc2ccccc2Cl)C(=O)/C1=C/c1cccs1	0%	0%	5%	-3.3%	-26%	2%	1%	-6%

(continued)
SMILES | TRb SRC2 PPI | Tau fluor counter | CBFb RUNX1 block | Epigenetic derep | NPSR antag | GLA spleen mod | TexasRed fluor | Tau fibril FP
CC(N)Cc1c[nH]c2cc3c(cc12)OCCO3 (configuration not stated) | -1% | -3% | -1% | -6.3% | ? | -5% | 0% | 5%
CC(=O)O[C@@H]1[C@@H](O)C2OC3C=C(C)C(=O)[C@@H](O)[C@]3(CO)C1(C)C21CO1 (some centres not stated) | 7% | . | 9% | . | . | -4% | 0% | .
CC(=O)NC(Cc1ccc(N(CCCl)CCCl)cc1)C(=O)O (configuration not stated) | 1% | -2% | -2% | -0.8% | 1%[46.1 µM] | 9% | -7% | 11%
c1ccc2c(c1)[nH]c1cnccc12 | -3%&2% | -11%&-3% | 10% | -4.2%&4.0% | 10% | -4%&8% | -3%&-6% | 2%&6%
COc1ccc(CN2C(=O)NC(=O)/C(=C/c3cc(OC)c(OC)c(OC)c3)C2=O)cc1 | 0% | -12% | 11% | 0.0% | 6% | -4% | -8% | -2%
COc1ccc(OC)c(-n2c(O)c(C=Nc3c(C)n(C)n(-c4ccccc4)c3=O)c(=O)[nH]c2=O)c1 | 1% | 6% | -11% | ? | 4% | -3% | -2% | -9%
Cc1ccc(C2N(c3ccccn3)C(=O)C3CCCN32)o1 (configuration not stated) | -7% | -5% | -2% | -0.4% | 13% | 3% | 0% | -13%
CCOC(=O)c1nsnc1NCCCl | -4% | -6% | 14% | -4.3% | -11% | 1% | -2% | 8%
Cc1cc(NC(=O)CCl)nn1C | 2%[53 µM] | 6% | 6% | ? | -11% | -6% | -2%[53 µM] | 1%
CN(C)N=O | -7% | . | 1%[21.7 µM] | . | . | 6% | 0% | .
Cc1ccc(CN2CCN(C)CC2)c(C)c1 | -9% | 6% | 12% | 6.3% | -7%[46.1 µM] | -3% | 1% | 0%
O=C(Nc1ccc(F)cc1)OC1CN2CCC1CC2 (configuration not stated) | -5% | -8% | 1% | 0.5% | -13% | -1% | -1% | -8%
COc1ccc(-n2c(/C=C/c3ccc4c(c3)OCO4)nc3ccccc3c2=O)cc1 | -4% | ? | 1% | -1.6% | -43% | -2% | -3% | 14%
CN1CCN(C(=O)O[C@H]2c3nccnc3C(=O)N2c2ccc(Cl)cn2)CC1 | 3% | -1% | 15% | 1.5% | . | -1% | -1% | -1%
O=c1[nH]c(O)c(C=Nc2ccccc2Sc2ccccc2)c(=O)[nH]1 | -2% | -9% | 8% | 0.4% | 0% | 6% | -1% | -3%
Nc1ncnc2c1ncn2[C@@H]1O[C@H](COP(=O)(O)OP(=O)(O)OP(=O)(O)O)[C@H]2OC3(O[C@H]21)C([N+](=O)[O-])=CC(=[N+]([O-])[O-])C=C3[N+](=O)[O-] (some centres not stated) | 8% | 8% | -9% | 2.8% | . | 7% | 3% | 3%
CCOC(=O)C1CCN(/C=C2/C(=O)NC(=S)N(c3ccccc3F)C2=O)CC1 | -6% | 2% | 1% | 1.7% | 11% | -4% | 0% | 6%
COc1cc(C2c3cc4c(cc3C(OC(C)=O)[C@H]3COC(=O)C23)OCO4)cc(OC)c1OC (some centres not stated) | 3%&-3% | -17%&-8% | . | 3.4%&2.6% | . | 9%&-21% | -15%&-1% | -8%&-6%

6 entries out of the list, sorted by length of the SMILES, smallest number first.
SMILES | TRb SRC2 PPI | Tau fluor counter | CBFb RUNX1 block | Epigenetic derep | NPSR antag | GLA spleen mod | TexasRed fluor | Tau fibril FP
Cc1cc(NC(=O)CCl)nn1C | 2%[53 µM] | 6% | 6% | ? | -11% | -6% | -2%[53 µM] | 1%
Cc1ccc(C2N(c3ccccn3)C(=O)C3CCCN32)o1 (configuration not stated) | -7% | -5% | -2% | -0.4% | 13% | 3% | 0% | -13%
O=c1[nH]c(O)c(C=Nc2ccccc2Sc2ccccc2)c(=O)[nH]1 | -2% | -9% | 8% | 0.4% | 0% | 6% | -1% | -3%
CCOC(=O)C1CCN(/C=C2/C(=O)NC(=S)N(c3ccccc3F)C2=O)CC1 | -6% | 2% | 1% | 1.7% | 11% | -4% | 0% | 6%
COc1ccc(CN2C(=O)NC(=O)/C(=C/c3cc(OC)c(OC)c(OC)c3)C2=O)cc1 | 0% | -12% | 11% | 0.0% | 6% | -4% | -8% | -2%
CC(=O)O[C@@H]1[C@@H](O)C2OC3C=C(C)C(=O)[C@@H](O)[C@]3(CO)C1(C)C21CO1 (some centres not stated) | 7% | . | 9% | . | . | -4% | 0% | .

Screens deposited in PubChem BioAssay by National Center for Advancing Translational Sciences (NCATS).

This is a subset. The share of hits here may be higher or lower than overall.
